UPR XBP1 act: adaptive UPR (XBP1) activation; activation, % at 20 µM; CHO-XBP1 luciferase reporter, IRE1-XBP1 UPR activation, luminescence; percent of tunicamycin response, DMSO as zero; AID 463104; actives 0.33% (n = 330,000);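 active = versus positive control, 20 µM dose yields 30% or more activation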;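 note: 100% = tunicamycin at 10 µg/mL and 0% = DMSO only wells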
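Material: IRE1-XBP1 luciferase reporter CHO line / Quantity: one thousand reporter cells per well / Buffer or medium: F12 with 10% serum / Compound: 20 µM single concentration, DMSO 1% / Times: 6 h treatment, 37 °C / Detection: Steady-Glo luciferase glow luminescence, 10 min after reagent addition / Benchmarks: tunicamycin high, DMSO low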
697 NFkB inh: lowers PMA/ionomycin-induced NF-kB signal in 697 B cells; 697 B-cell NF-kB luciferase reporter, 16 h; inhibition, % at 4 µM; actives 0.33% (n = 330,000); in the data active = inhibition above about 35%
tim23-1 inh: inhibits growth of tim23-1 mutant yeast | inhibition, % at 20 µM | AID 463212 | actives 1.3% (n = 330,000) | S. cerevisiae tim23-1 growth, BacTiter-Glo luminescence, 24 h;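 active = growth inhibition of the mutant yeast at or above 50%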;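 note: temperature-sensitive mutant grown at 25 °C; plate controls were DMSO-treated mutant yeast for no effect and medium wells lacking yeast for full effect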
Jurkat NFkB inh: inhibitors of the PMA/ionomycin-induced NF-kB reporter in Jurkat cells; PMA/ionomycin-induced NF-kB luciferase reporter, luminescence; inhibition, % at 4 µM; actives 0.53% (n = 330,000); AID 435003; in the data active = inhibition above about 50%
APJ antag: blocks the human apelin receptor APJ; actives 0.32% (n = 330,000); P35414; CHO-K1 APJ beta-arrestin complementation, luminescence; inhibition, % at 20 µM;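 active = inhibition above about 40% at 20 µM, limit read from the data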;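 note: cells challenged with 10 nM apelin-13 agonist together with compound; plate controls were apelin-13 plus DMSO wells for no effect and DMSO wells lacking apelin-13 for full effect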
Target sequence (P35414 whole entry, looked up): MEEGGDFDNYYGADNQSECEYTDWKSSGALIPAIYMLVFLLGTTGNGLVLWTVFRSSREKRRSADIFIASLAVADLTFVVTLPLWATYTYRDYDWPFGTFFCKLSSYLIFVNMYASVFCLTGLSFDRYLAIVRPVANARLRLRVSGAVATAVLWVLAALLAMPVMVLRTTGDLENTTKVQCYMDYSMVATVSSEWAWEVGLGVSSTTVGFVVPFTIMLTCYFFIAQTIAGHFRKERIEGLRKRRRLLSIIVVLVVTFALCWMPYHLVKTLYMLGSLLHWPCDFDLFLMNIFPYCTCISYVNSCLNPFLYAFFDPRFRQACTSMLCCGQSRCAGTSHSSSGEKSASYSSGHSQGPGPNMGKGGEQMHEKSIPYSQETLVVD
APJ ag: APJ receptor agonism; P35414; CHO-K1 APJ PathHunter beta-arrestin, luminescence; 0% DMSO wells, 100% apelin; activation, % at 20 µM; actives 0.11% (n = 330,000);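 active = activation more than six SD over the plate average, tested at 20 µM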;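 note: 0% = DMSO alone and 100% = apelin-13 at 10 nM; some results filed as inactive read as strong as hits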
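assay system = CHO-K1 APJ beta-arrestin complementation cell line | input = cell density 1000 per well | dosing = compound 20 µM once, DMSO 1% | timing = compound 90 min 25 °C, reagent 1 h | measured by = luminescence from split beta-galactosidase complementation, Galacton Star/Emerald II substrate | read-out basis = APJ agonist activity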
UPR CHOP act: activators of apoptotic arm of unfolded protein response (CHOP). CHO-CHOP luciferase reporter, UPR activation, luminescence; percent of tunicamycin response over DMSO baseline. activation, % at 10 µM. actives 0.34% (n = 330,000);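 active = at 10 µM dose, activation of 40% or more, normalized to positive control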;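 note: 100% = tunicamycin at 10 µg/mL and 0% = DMSO alone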
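Assay system: CHO cells with stable CHOP pathway luciferase reporter; Buffer or medium: F12 plus 10% serum; Times: 16-18 h cell attachment, then 6 h compound exposure, 37 °C; Signal: luciferase luminescence; Read-out basis: percent activation relative to tunicamycin control; Control set: tunicamycin high control, DMSO low control.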
Mdm2 MdmX PPI: human Mdm2/MdmX binding inhibition; O15151+Q00987; SaOS-2 split-luciferase Mdm2/MdmX complementation, luminescence; inhibition, % at 8 µM; actives 3% (n = 330,000);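 active = inhibition of at least 50% at 8 µM in the primary screen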
Active calls of the source: *; / = no result given. Outcome played no part in choosing rows (roughly 5% active in at least one column).

SMILES	UPR XBP1 act	697 NFkB inh	tim23-1 inh	Jurkat NFkB inh	APJ antag	APJ ag	UPR CHOP act	Mdm2 MdmX PPI
COC(=O)c1cnc(Nc2ccc(Cl)cc2)c([N+](=O)[O-])c1	4	-3	7	-10	-12	0	-0.3	31
O=C1CCC(C(=O)OCC(=O)c2c[nH]c3ccccc23)=NN1	-2	21	6	-4	-6	-2	-0.5	-29
Cc1cccc(OCC(O)CN2CCN(CCN3C(=O)c4cccc5cccc(c45)C3=O)CC2)c1C (stereo not drawn)	0	-13	27	-1	-7	-2	1.2	37
CC(=O)c1ccc(N2CCN(C(=O)C3CCN(S(=O)(=O)c4ccc5c(c4)CC(C)N5C(=O)C4CC4)CC3)CC2)cc1 (stereo not drawn)	-5	-16	14	-4	8	3	2.6	1
CC(C)Cn1c(Cc2ccccc2)n[nH]c1=S	0	5	21	9	-21	-1	-1.2	-8
O=C(Nc1nc(-c2ccccc2)cs1)c1ccc(N2CCOCC2)c([N+](=O)[O-])c1	-3	12	13	52*	3	3	0.4	55*
O=C(N/N=C1\CCCc2ccccc21)c1ccccc1[N+](=O)[O-]	2	9	22	3	26	-6	1.4	-7
COc1cc(CCCN2C(=O)C(=O)NC[C@@H]2CCCCN)cc(OC)c1OC	2	13	9	8	19	1	1.1	15
COc1cccc(Cn2c(=S)[nH]c3ccc(N4CCOCC4)cc3c2=O)c1	3	-25	-12	-5	-36	1	0.3	12
O=C(CSc1nnc2ccc(-c3ccc(Br)cc3)nn12)NCC1CCCO1 (stereo not drawn)	0	16	9	21	-10	4	0.2	31
O=C(O)c1cccc(N/N=C/c2ccc(F)c(F)c2)c1	-5	-178	3	-95	14	0	-5.4	-143
CCCCNC(=S)NNC(=O)c1c(Cl)c(C)nn1C	-2	8	7	10	18	-6	1.6	5
CCOC(=O)c1sc(=NC(=O)COc2ccccc2)n(C)c1C	4	-38	1	-34	8	0	2.1	-17
COc1ccnc(N2CCN(c3cccc(C(F)(F)F)c3)CC2)c1C#N	-1	-54	7	-10	-4	7	0.5	12
COc1ccc(Cl)cc1C(=O)OCC(=O)c1ccc[nH]1	2	7	36	2	-9	-4	0.7	-8
O=[N+]([O-])c1ccc2nc(-c3ccccc3)cc(-c3ccccc3)c2c1	2	-13	14	9	3	8	-2.2	8
COc1ccc(NC(=O)c2oc3ccccc3c2NC(=O)c2ccc3c(c2)OCO3)cc1	5	-17	-17	-24	8	-2	5.6	-12
C#CCNC(=O)[C@H](Cc1ccc(C(=O)c2ccccc2)cc1)NC(=O)OC(C)(C)C	1	5	5	18	-8	-5	1.2	19
Cn1c(SCC(=O)c2ccccc2)nnc1-c1cccnc1	3	7	12	-16	-10	-4	0.7	6
CN1C(=O)c2ccc(NC(=O)C3CC3)cc2C1=O	-1	4	22	-3	-33	-4	0.1	4
OC1CCCN(Cc2ccccc2)C1 (stereo not drawn)	1	12	7	-23	-6	-3	0.1	23
N#Cc1ccccc1Oc1ccccc1C=O	4	11	13	3	1	0	1.6	11
COc1ccc(CC(=O)N2CCN(c3cccc(Cl)c3)CC2)cc1OC	0	15	18	6	6	-1	-0.8	9
CC1CCC(C(C)C)C(OCC(O)CN2CCOCC2)C1 (stereo not drawn)	0	3	9	31	9	-3	-1.6	21
COc1ccc(NC(=O)c2cncc(Br)c2)cc1S(N)(=O)=O	-2	1	4	0	0	0	0.4	6
CCSC(=O)NC1CCCCC1	-1	5	13	-13	15	-3	-0.3	-7
CCN(CC)C(=O)C(=O)c1cccn1-c1ccc(C#N)cc1	0	14	16	11	3	-6	-0.6	-16
Cc1nn(C)cc1CN(C)S(=O)(=O)c1cccc([N+](=O)[O-])c1	-5	4	-2	7	-6	-1	-0.9	12
CCOC(=O)CSc1ncc(-c2ccc([N+](=O)[O-])cc2)[nH]1	1	12	7	3	2	1	-0.2	11
COC(=O)c1cc(-c2ccccc2)n(CC(=O)O)c1C	1	4	27	2	1	4	-4.2	1

7 compounds from above, showing only UPR CHOP act, Mdm2 MdmX PPI and APJ ag:
smiles	UPR CHOP act	Mdm2 MdmX PPI	APJ ag
COc1ccc(CC(=O)N2CCN(c3cccc(Cl)c3)CC2)cc1OC	-0.8	9	-1
CC1CCC(C(C)C)C(OCC(O)CN2CCOCC2)C1 (stereo not drawn)	-1.6	21	-3
COc1ccc(NC(=O)c2cncc(Br)c2)cc1S(N)(=O)=O	0.4	6	0
CCSC(=O)NC1CCCCC1	-0.3	-7	-3
CCN(CC)C(=O)C(=O)c1cccn1-c1ccc(C#N)cc1	-0.6	-16	-6
Cc1nn(C)cc1CN(C)S(=O)(=O)c1cccc([N+](=O)[O-])c1	-0.9	12	-1
CCOC(=O)CSc1ncc(-c2ccc([N+](=O)[O-])cc2)[nH]1	-0.2	11	1

Next results follow:
SMILES	UPR XBP1 act	697 NFkB inh	tim23-1 inh	Jurkat NFkB inh	APJ antag	APJ ag	UPR CHOP act	Mdm2 MdmX PPI
CCN(CC)CCOc1ccccc1C(C)=O	-1	5	13	-10	-40	-1	1.5	-12
O=S1(=O)CCOC[C@H](c2ccccc2)N1Cc1ccccc1	2	-33	19	3	9	-4	0.4	-4
CCc1cccc(CC)c1NC(=O)CN1C2CCCC1CC(NC(=O)Nc1cccc(OC)c1)C2 (stereo not drawn)	0	-9	9	3	-10	-4	0.7	-6
Cc1ccc(NC(=S)N(CCN(C)C)C(C)c2cccnc2)c(C)c1 (stereo not drawn)	2	4	10	2	7	-6	-0.7	17
Cc1ccc(C(=O)OCC(=O)NCc2ccco2)cc1C	1	-9	18	3	-6	-2	-0.6	-10
O=C(C1CCN(c2ccc(N3CCOCC3)nn2)CC1)N1CCc2ccccc2C1	-3	23	7	-1	4	1	0.2	11
CCOc1ccc(C(=O)NN2CCOCC2)cc1	-4	-2	-20	-5	10	0	0.7	25
CCCn1c(N)c(C(=O)CN(C)CC(=O)Nc2cc(C)ccc2C)c(=O)[nH]c1=O	-4	9	10	1	-23	1	-0.1	31
O=C1CCC(C(=O)N2CCCC(C(=O)c3ccc4c5c(cccc35)CC4)C2)=NN1 (stereo not drawn)	1	-14	11	6	2	-4	1.2	18
Cc1ccccc1NS(=O)(=O)c1cc(C(=O)N2CCCC2)ccc1Cl	-6	-3	10	5	-6	7	0.5	7
CCOC(=O)CNC(=O)Nc1cccc(Cl)c1C	0	19	-3	11	2	-9	2.2	22
Cc1cccc(NC(=S)NC(=O)c2ccc(Br)o2)c1	2	-36	11	-12	17	-6	2.4	-9
CCN(CC)S(=O)(=O)c1ccc(NC(=O)COC(=O)c2ccc(NC(=O)CC#N)cc2)cc1	-1	12	4	-10	1	-2	-2.8	14
C/C(=N\S(=O)(=O)c1ccc(C)cc1)N1CCN(S(=O)(=O)c2ccccc2)C1C(C)C (stereo not drawn)	-1	-13	22	-2	17	-2	0.2	-16
CCCOc1ccc(CNC(=S)Nc2ccccc2)cc1Cl	-3	-14	36	-8	-13	-2	-2.4	21
CC[C@]12c3[nH]c4ccc(OC)cc4c3CCN1C(=O)C(CC(=O)NC/C=C(\C)CCC=C(C)C)C[C@@H]2C(=O)N1CCN(C(=O)C2CC2)CC1 (stereo partly drawn)	3	4	44	/	/	/	9.7	19
Cc1cc(C)n2nc(SCC(N)=O)nc2n1	-3	19	0	10	4	-1	-1.0	-46
COc1ccc(OC)c(C(=O)COC(=O)c2ccc([N+](=O)[O-])o2)c1	4	4	55*	11	-18	4	1.2	11
CCn1c(C)nc2cc(C(=O)NNS(=O)(=O)c3ccccc3F)ccc21	0	0	7	7	3	0	-1.4	6
COc1ccc(C2(C(=O)NCCc3ccccc3)CCCC2)cc1	-7	1	16	4	14	4	-0.9	6
CC(=O)Nc1c(O)nc(SCC(=O)Nc2nnc(CC(C)C)s2)[nH]c1=O	-1	-4	-5	14	6	-1	2.3	8
CCCOC(=O)c1c(N)sc2c1CCC2	-1	0	33	-13	-3	-5	-1.1	6
Cc1ccccc1NC(=O)Cn1nc(C)n2cccc2c1=O	-3	2	10	7	0	-2	-0.6	8
CC(=O)c1sc(NC(=O)c2cccc3ccccc23)nc1C	2	-1	-16	1	20	-1	2.6	14
CCOC(=O)N(Cc1ccccc1)Cc1ccc(C(=O)N[C@@H](Cc2ccccc2)C(=O)O)cc1	-3	-1	6	12	9	-2	2.6	-1
OCC(O)C(O)C(O)C(O)c1nc2ccccc2[nH]1 (stereo not drawn)	-2	0	-8	5	-1	-3	1.7	-19
O=C(c1ccc(C(F)(F)F)n(Cc2ccc(Cl)cc2)c1=O)N1CCOCC1	0	3	18	8	-2	-3	3.0	20
O=C(/C=C/c1cc(Br)ccc1F)Nc1cccnc1	-1	20	20	-24	-4	-3	1.1	10
COc1ccc(OC)c(CCNC(=O)CCc2nnc3ccc(N4CCOCC4)nn23)c1	-4	-12	0	4	-3	-1	1.5	4
Cc1ccc(Cl)cc1N1CCN(C(CC(C)C)c2nnnn2CC2CCCO2)CC1 (stereo not drawn)	0	8	7	22	7	-1	0.8	24
CC(NC(=O)c1cccs1)C(c1cccs1)N1CCN(Cc2ccccc2)CC1 (stereo not drawn)	-3	-13	18	7	4	-3	1.2	-17

Molecules shown so far that contain a COOH group (three):
SMILES	UPR XBP1 act	697 NFkB inh	tim23-1 inh	Jurkat NFkB inh	APJ antag	APJ ag	UPR CHOP act	Mdm2 MdmX PPI
O=C(O)c1cccc(N/N=C/c2ccc(F)c(F)c2)c1	-5	-178	3	-95	14	0	-5.4	-143
COC(=O)c1cc(-c2ccccc2)n(CC(=O)O)c1C	1	4	27	2	1	4	-4.2	1
CCOC(=O)N(Cc1ccccc1)Cc1ccc(C(=O)N[C@@H](Cc2ccccc2)C(=O)O)cc1	-3	-1	6	12	9	-2	2.6	-1

Screening data (PubChem BioAssay)
